PDI turbidity = blocks human protein disulfide isomerase activity | hit rate 0.052% among 350,000 | AID 588391 | P07237 | PDI insulin aggregation turbidity, A650, 90 min | inhibition, % at 10 µM;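 active means mean inhibition across replicates of 30% or more, whatever share of single replicates reach that level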;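 further: absorbance from insulin aggregation driven by PDI reduction with DTT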
Target sequence (P07237 whole entry, looked up): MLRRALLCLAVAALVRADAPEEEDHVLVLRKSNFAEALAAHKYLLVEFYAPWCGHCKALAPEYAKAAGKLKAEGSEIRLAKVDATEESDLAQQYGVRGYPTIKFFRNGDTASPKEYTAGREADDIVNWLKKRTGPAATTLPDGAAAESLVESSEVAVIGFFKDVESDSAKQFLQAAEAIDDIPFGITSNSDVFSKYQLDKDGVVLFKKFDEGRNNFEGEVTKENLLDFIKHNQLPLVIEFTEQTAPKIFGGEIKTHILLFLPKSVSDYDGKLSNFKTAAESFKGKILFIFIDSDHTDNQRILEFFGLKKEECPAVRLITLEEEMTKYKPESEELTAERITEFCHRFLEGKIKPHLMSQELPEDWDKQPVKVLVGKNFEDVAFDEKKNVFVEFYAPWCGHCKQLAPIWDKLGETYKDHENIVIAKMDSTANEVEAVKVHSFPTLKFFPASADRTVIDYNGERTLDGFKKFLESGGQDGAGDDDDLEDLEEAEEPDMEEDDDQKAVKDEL
Glyco luc inh = N-linked glycosylation inhibition; reporter increase, % at 12.5 µM; D54 ERlucT glycosylation luciferase reporter, 24 h; percent of 100 nM tunicamycin response; AID 588692; hit rate 0.23% among 360,000;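 active means mean luciferase reporter signal, scaled so untreated is 0 and the glycosylation-blocking control 100, at or above a set limit in every replicate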;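 further: luciferase carries N-glycosylation sites so blocking glycosylation raises the light; 0% = median of neutral control wells and 100% = median of 100 nM tunicamycin wells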
MC4R antag cAMP = antagonists of human melanocortin 4 receptor (MC4R); MC4R-expressing cells, MTII-stimulated cAMP, LANCE TR-FRET; inhibition, % at 6.5 µM; hit rate 0.48% among 360,000; AID 540295;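 active means inhibition above its plate's cutoff, the mean of tested wells on that plate plus 3 SD, cut at about 29% in these data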;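 further: 0% = Melanotan II alone and 100% = Melanotan II plus saturating MCL0020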
Target sequence (P32245 whole entry, looked up): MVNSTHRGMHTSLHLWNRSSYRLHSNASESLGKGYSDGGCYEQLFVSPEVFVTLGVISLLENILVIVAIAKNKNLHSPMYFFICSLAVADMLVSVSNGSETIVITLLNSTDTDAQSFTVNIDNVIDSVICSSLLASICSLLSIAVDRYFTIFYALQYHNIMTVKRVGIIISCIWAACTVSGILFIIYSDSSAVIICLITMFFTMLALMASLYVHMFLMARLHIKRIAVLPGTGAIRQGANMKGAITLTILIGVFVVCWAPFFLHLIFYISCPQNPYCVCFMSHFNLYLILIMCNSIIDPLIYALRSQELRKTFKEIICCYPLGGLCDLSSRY
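Assay system: U2OS-MC4R stable cell line; Also added: Melanotan II; Technique: Eu-cAMP/anti-cAMP TR-FRET, emission 671 nm; Times: 30-min compound, 1-h challenge, 1-h detection, room temperature.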
Cardio protect = protects H9c2 cardiomyocytes from peroxide injury. hit rate 0.63% among 360,000. H2O2 injury protection, ATPLite, 2 h. protection from H2O2 cell death, % at 20 µM;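 active means compounds giving at least 50% protection of heart cells from peroxide-induced death in the single-dose screen, raw or plate-pattern-corrected value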;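 further: 0% = DMSO wells with peroxide and 100% = DMSO wells without peroxide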
ABCB6 inh MLPCN = blocks the human ABCB6 transporter. Q9NP58. K562-ABCB6 porphyrin accumulation, flow cytometry, 1 h; hits give low values. fluorescence ratio to DMSO, % at 10 µM. hit rate 0.19% among 360,000. AID 602162;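 active means fluorescence ratio to DMSO below 75%, the collection mean minus 3 SD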;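 further: signal is porphyrin accumulated inside mitochondria; 100% equals median channel fluorescence of DMSO control wells; lower ratio means ABCB6 inhibition with less porphyrin fluorescence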
MC4R barr agon = activates human MC4R beta-arrestin recruitment; P32245; U2OS MC4R beta-arrestin complementation, luminescence; percent of melanotan II response, DMSO zero; activation, % at 8.9 µM; hit rate 0.98% among 360,000; AID 540308;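 active means activation above a per-plate cutoff, the mean activation of sample wells on that plate plus 3 SD, cut at about 8% in these data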
m5-HT2A agonist = activates the mouse 5-HT2A serotonin receptor | P35363 | CHO-K1 mHTR2A beta-arrestin complementation, luminescence; percent of 30 µM serotonin response | activation, % at 7.6 µM | hit rate 0.66% among 360,000 | AID 624169;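 active means activation above a run cutoff, the mean activation of all tested compounds plus 3 SD, cut at about 14% in these data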;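 further: 0% = plate median of compound wells and 100% = 30 µM serotonin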
CaV13 FRET inh = Disruptors of the CACNA1D IQ motif to Ca2+-dependent inactivation inhibitor domain association, primary screening, Förster resonance energy transfer in intact living …; HEK cells, CFP/YFP FRET ICDI-IQ, plate reader, 10 min; percent FRET-ratio fall versus neutral wells; inhibition, % at 12.3 µM; hit rate 0.098% among 340,000; AID 743397;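 active means mean replicate inhibition of at least 30% and at least 1% of replicates passing that level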;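 further: 0% = median of the neutral control wells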
aDG glyco act = alpha-DG glycosylation activation; Pro5-aDG cells, alpha-DG glycosylation AlphaScreen (IIH6); 0% Pro5, 100% B10-LARGE cell signal; activation, % at 10 µM; hit rate 0.22% among 360,000;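 active means activation of at least 8% versus controls, or a plate z-score of at least 8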;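 further: Pro5 are CHO cells carrying HIG-tagged alpha-DG that lacks glycosylation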
Vif inh = HIV Vif inhibition. HEK293T cells, Vif self-association by quenched fluorescence, imaging, 24 h. inhibition, % at 7.49 µM. hit rate 0.35% among 340,000. AID 602346; in the data active means inhibition above about 50%, passing the limit was not always enough; further: some results filed as inactive read as strong as hits
Numbers without * were called inactive; nt = not tested or not shown.

No.	structure	Glyco luc inh	aDG glyco act	m5-HT2A agonist	Cardio protect	Vif inh	ABCB6 inh MLPCN	MC4R barr agon	CaV13 FRET inh	MC4R antag cAMP	PDI turbidity
1	COC(=O)[C@]12CCCCC=C1N(Cc1ccco1)C(=O)[C@H](CC(=O)NCC1CCCCC1)C2	nt	-0.2	6	nt	nt	95	nt	-9	nt	nt
2	COc1ccc(C2N(S(=O)(=O)c3ccc(C)cc3)CCN2S(=O)(=O)c2ccc(C)cc2)cc1	-7	0.2	-5	1	-4	95	-0.7	-4	-2	5
3	COCCCNC(=O)CCN1N=C(c2ccccc2)CCC1=O	1	-0.1	1	-2	-8	100	0.0	-20	8	6
4	O=C(O)c1ccc(/C=N/N2CCN(Cc3cccc4ccccc34)CC2)cc1	5	4.3	-1	2	-3	103	1.8	-1	26	-7
5	CCOc1cc(NC(=S)NC)c(OCC)cc1NC(=O)c1ccco1	0	0.1	-3	3	0	102	1.6	-4	6	-1
6	Cc1cc(C)c2c(N=NN3CCOCC3)[nH]nc2n1	-4	0.0	1	31	0	92	-1.2	-14	-6	-12
7	CSc1nc(N)nc(C(C)C)n1	2	0.0	0	3	16	99	-3.0	-1	-6	-37
8	CC1CC2(C)Oc3ccccc3C3OCC1(CO)C(C)C32 (centres undefined)	0	-0.1	0	0	13	101	-0.1	-8	5	-2
9	COc1ccc(CN2C(=O)CSC2c2ccccn2)cc1 (centres undefined)	1	-0.1	5	22	10	96	-2.1	-5	19	3
10	COc1cc(NC(=O)CCc2ccccc2)nc(OC)n1	0	0.2	-4	13	-2	100	-0.6	-5	-2	0
11	O=C(NCc1cccnc1)c1ccccc1NC(=O)c1c(F)cccc1F	-1	0.0	-3	6	-6	100	-2.1	nt	6	-11
12	CCc1nnc(NC(=O)C2CCCN2S(=O)(=O)c2ccc(F)cc2)s1 (centres undefined)	0	-0.2	-2	-4	nt	96	-0.2	nt	1	9
13	CCCc1cc(=O)oc2cc(C)cc(OC(C)C(=O)NCC3CCC(C(=O)O)CC3)c12 (centres undefined)	5	-0.1	-1	3	34	104	-1.3	nt	7	nt
14	CN1CCN(NC(=O)c2cc(-c3ccccn3)nc3ccccc23)CC1	2	0.0	-3	3	-4	95	-0.1	-2	14	-3
15	Cc1cccc(N2C(=O)SC(N(C)c3ccccc3)C2=O)c1 (centres undefined)	0	0.2	-4	0	1	103	-0.7	0	3	-2
16	Cc1noc(NS(=O)(=O)c2ccc(NS(=O)(=O)c3ccc(C(C)(C)C)cc3)cc2)c1C	0	-0.1	2	1	-2	88	0.2	-5	13	6
17	CCC(=O)Nc1ccc(C(=O)Nc2ccc3c(c2)C(=O)N(CC2CCCO2)C3=O)cc1 (centres undefined)	-2	0.0	7	2	17	97	-0.7	-5	-6	-2
18	CCN(CC)C(=O)Cn1cc(C(=O)C(=O)Nc2ccc3c(c2)OCCO3)c2ccccc21	3	-0.2	-12	-9	-3	100	-4.5	-10	-2	0
19	O=C1N[C@@H](Cc2ccccc2)C(=O)N2[C@@H]1C[C@@]1(Br)c3ccccc3N(S(=O)(=O)c3ccccc3)[C@@H]21	3	-0.2	3	2	-4	101	-0.6	-5	8	10
20	Cc1c(C(=O)N2CCC(C)CC2)sc2ncn(CC(=O)N3CCC(C)CC3)c(=O)c12	2	-0.2	2	0	2	93	-2.0	-2	6	-6
21	Cc1cc(SCc2ccccc2F)nc(=O)[nH]1	-1	0.0	-1	1	-4	99	1.0	-17	4	2
22	COC(=O)c1cc(NC(=O)c2ccco2)ccc1N1CCOCC1	0	0.0	-1	12	8	92	-2.3	-5	-7	5
23	Cc1ccc(C2CC(c3cccs3)=NN2C(=O)c2ccco2)o1 (centres undefined)	-1	-0.1	-2	2	-2	98	0.1	2	15	11
24	Cc1ccccc1OCC(O)CN1CCN(c2ccc(Cl)cc2)CC1 (centres undefined)	0	0.1	-14	-7	-6	105	8.2*	-18	8	-3
25	Nc1cc(C(=O)OCC(=O)N2CCC(Cc3ccccc3)CC2)ccc1Cl	-2	0.1	1	-11	-1	95	-1.2	-2	0	10
26	Cc1csc2nc(SCC(=O)Nc3ccccc3F)[nH]c(=O)c12	8	-0.1	3	-4	-6	88	-3.6	-6	5	8
27	O=C(COC(=O)c1ccc(O)cc1O)Nc1ncc(Cl)cc1Cl	0	-0.2	8	-1	-2	101	0.2	-15	7	1
28	O=C(O)CCCC1(C(=O)O)CCCC1	1	-0.3	-3	0	5	98	-0.7	-5	6	-2
29	CCn1c(SCC(=O)O)nc2ccccc21	1	-0.1	7	7	1	130	-1.6	1	9	1
30	Fc1ccc(-c2nnn(Cc3ccc(F)cc3Cl)n2)cc1	-2	0.1	0	-9	0	96	4.5	-21	-2	-2
31	COC(=O)CSc1snnc1-c1ccc(Cl)c(Cl)c1	1	-0.3	2	-17	nt	90	-0.8	-4	0	-3
32	O=C(C1CCN(Cc2nc(-c3ccc(Cl)cc3)no2)CC1)N1CCOCC1	-2	0.4	2	1	-4	95	1.2	-3	2	5
33	C/C=C(/C)C(=O)O[C@@H]1c2c(ccc3ccc(=O)oc23)OC(C)(C)[C@@H]1OC(C)=O	-1	0.0	2	7	-3	93	-0.5	-11	-3	-7
34	O=C(O)c1cccc2c1C(=O)c1ccc(N3CCN(Cc4ccc5c(c4)OCO5)CC3)cc1S2(=O)=O	2	-0.3	0	3	-14	101	1.8	-26	33*	8
35	O=C(Nc1ccc(C(=O)N2CCN(c3ccncc3)CC2)cc1)c1ccc(Br)o1	nt	0.0	-3	nt	nt	95	nt	-6	nt	nt
36	Cc1ccc(-c2csc(NC(CO)c3nc4ccccc4n3CCOCCO)n2)cc1 (centres undefined)	1	-0.2	-2	-1	5	97	0.4	-6	-7	-1
37	COCCCNC(=O)C1CCCN(C(=O)Nc2ccc(OC)cc2)C1 (centres undefined)	0	0.2	3	2	13	94	-0.8	-4	3	-10
38	COC(=O)c1cccc(-n2cnnn2)c1	1	0.1	-3	10	4	101	-1.1	-4	0	1
39	O=S(=O)(NCCC1=CCCCC1)c1ccccc1Cl	-4	-0.2	11	-6	-1	100	-0.7	-6	6	4
40	CC(NC(=S)Nc1cccc(C(F)(F)F)c1)C(C)(C)C (centres undefined)	-3	0.7	-4	-25	-4	102	2.7	-6	2	12
41	CC(=O)N(CCN(C(C)=O)c1ccccc1)c1ccccc1	1	-0.1	3	6	-5	100	-1.6	-5	9	-2
42	OCC1OC(n2nnc3ccccc32)C(O)C(O)C1O (centres undefined)	-1	0.0	-1	-5	15	101	-1.9	-4	6	-3
43	CCc1nnc(NC(=O)CCn2cnc3ccccc3c2=O)s1	2	0.3	0	7	-1	96	-0.3	2	4	11
44	COc1cccc(NC(=O)Nc2nnc(Cc3ccccc3F)s2)c1	0	0.4	-1	-19	-11	97	2.8	-4	0	-13
45	Cc1ccc(CNC(=O)c2ccc(CS(=O)Cc3ccccc3Cl)o2)cc1 (centres undefined)	-1	0.0	-3	-9	-7	101	-1.3	-4	3	-8
46	CC(C)OC(=O)CC1C(=O)NCCN1C(=S)NC(=O)c1ccc(F)cc1 (centres undefined)	-1	-0.3	1	9	-9	99	-2.1	2	0	3
47	O=C(NC1CCN(c2ncccn2)CC1)c1ccccc1F	2	0.3	-5	1	-5	98	0.4	-20	-9	-2
48	CN1CCN(S(=O)(=O)c2ccc(N(C)Cc3ccc(C(F)(F)F)cc3)c([N+](=O)[O-])c2)CC1	-6	5.8*	-10	-21	-17	90	0.9	-2	9	6
49	O=C(NCc1cccc(C(F)(F)F)c1)N1CCN(S(=O)(=O)c2ccccc2F)CC1	-2	0.0	0	-5	nt	99	0.0	-3	0	7
50	COc1ccc(NC(=O)Nc2ccc3c(c2)CC(=O)N([C@H](C)CO)C[C@H](C)[C@H](CN(C)Cc2ccc(C(=O)O)cc2)O3)cc1	3	-0.2	-4	-2	-2	94	0.5	-3	-10	5

Sorted by value in MC4R antag cAMP (lowest first): three from the list above.
| No. | Compound | Glyco luc inh | aDG glyco act | m5-HT2A agonist | Vif inh | ABCB6 inh MLPCN | MC4R barr agon | CaV13 FRET inh | MC4R antag cAMP | PDI turbidity |
| --- | --- | --- | --- | --- | --- | --- | --- | --- | --- | --- |
| 17 | CCC(=O)Nc1ccc(C(=O)Nc2ccc3c(c2)C(=O)N(CC2CCCO2)C3=O)cc1 (centres undefined) | -2 | 0.0 | 7 | 17 | 97 | -0.7 | -5 | -6 | -2 |
| 33 | C/C=C(/C)C(=O)O[C@@H]1c2c(ccc3ccc(=O)oc23)OC(C)(C)[C@@H]1OC(C)=O | -1 | 0.0 | 2 | -3 | 93 | -0.5 | -11 | -3 | -7 |
| 2 | COc1ccc(C2N(S(=O)(=O)c3ccc(C)cc3)CCN2S(=O)(=O)c2ccc(C)cc2)cc1 | -7 | 0.2 | -5 | -4 | 95 | -0.7 | -4 | -2 | 5 |

(listing goes on)
No.	structure	Glyco luc inh	aDG glyco act	m5-HT2A agonist	Cardio protect	Vif inh	ABCB6 inh MLPCN	MC4R barr agon	CaV13 FRET inh	MC4R antag cAMP	PDI turbidity
51	CCOC(=O)[C@@H]1[C@H]2COc3ccc(Br)cc3[C@H]2N2C(=O)N(c3ccc(F)cc3)C(=O)[C@@]12C	0	0.1	-1	2	-1	97	-0.9	nt	4	-8
52	COc1cccc2c(SCC(=O)N/N=C/c3ccccc3)cc(C)nc12	-1	0.3	1	-2	16	96	-0.2	-6	17	3
53	Cc1ccc2cn[nH]c2c1N	4	1.5	-3	0	-1	98	-0.8	-4	-1	-3
54	CCc1ccc(C(=O)CCC2CCCCC2=O)cc1 (centres undefined)	-1	-0.2	-8	-16	0	101	-0.8	nt	7	5
55	CCN(CC)C(=O)C1=C(C)N(CCCN2CCCC2=O)C(=O)C(CC(=O)NC2CC2)C1 (centres undefined)	1	0.5	1	10	10	98	-1.1	-9	9	-4

In a second layout: results already given.
#4 O=C(O)c1ccc(/C=N/N2CCN(Cc3cccc4ccccc34)CC2)cc1
#5 CCOc1cc(NC(=S)NC)c(OCC)cc1NC(=O)c1ccco1
#6 Cc1cc(C)c2c(N=NN3CCOCC3)[nH]nc2n1
#7 CSc1nc(N)nc(C(C)C)n1
#8 CC1CC2(C)Oc3ccccc3C3OCC1(CO)C(C)C32 (centres undefined)
#9 COc1ccc(CN2C(=O)CSC2c2ccccn2)cc1 (centres undefined)
entry no.	4	5	6	7	8	9
Glyco luc inh	5	0	-4	2	0	1
aDG glyco act	4.3	0.1	0.0	0.0	-0.1	-0.1
m5-HT2A agonist	-1	-3	1	0	0	5
Cardio protect	2	3	31	3	0	22
Vif inh	-3	0	0	16	13	10
ABCB6 inh MLPCN	103	102	92	99	101	96
MC4R barr agon	1.8	1.6	-1.2	-3.0	-0.1	-2.1
CaV13 FRET inh	-1	-4	-14	-1	-8	-5
MC4R antag cAMP	26	6	-6	-6	5	19
PDI turbidity	-7	-1	-12	-37	-2	3

From PubChem BioAssay
